# Salmonella PhoP GFP: Inhibition of PhoP regulon, Salmonella typhi GFP reporter cells, confirmation, 4 h (AID 1850) | inhibition, % at 50 µM, or IC50 in µM where a hit was titrated | Salmonella Typhi PhoP-promoter GFP reporter, fluorescence, 4 h; higher % means a stronger effect | 310,000 compounds, 0.33% hits; in the data active = a potency from the dose series; inconclusive = inhibition mostly from about 25% at the one dose, without a potency; inactive = the rest, 99 in 100 with inhibition below about 19%;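 note: 0% = induced wells with vehicle and 100% = uninduced wells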
# H1N1 NS1A inhibition: NS1A inhibition, H1N1 influenza, cell based functional assay (AID 504329); 340,000 compounds, 0.3% hits; NS1A functional cell-based assay, percent inhibition; higher % means a stronger effect; one-dose inhibition, % at 12.5 µM; IC50 in µM for titrated hits; in the data active = a potency from the dose series; inconclusive = inhibition above about 27% without an active follow-up result; note: strong numbers were not always called active
# tuberculosis growth: growth inhibition of non-replicating M. tuberculosis (AID 488890) | 320,000 compounds, 0.39% hits | Mycobacterium tuberculosis non-replicating, growth inhibition; higher % means a stronger effect | inhibition, % at 25 µM; hits with a dose series show IC50 in µM; in the data active = a potency from the dose series; inconclusive = inhibition mostly from about 82% at the one dose, without a potency; inactive = the rest, 99 in 100 with inhibition below about 76%;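 note: plate controls were DMSO cells for no effect and high antibiotic wells for full effect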
# M. tuberculosis HTS: M. tuberculosis growth inhibition, HTS (AID 449762); M. tuberculosis H37Rv growth inhibition, 7H9 media; higher % means a stronger effect; inhibition, % at 25 µM, or IC50 in µM where a hit was titrated; 330,000 compounds, 0.59% hits; in the data active = a potency from the dose series; inconclusive = inhibition above about 70% without an active follow-up result;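 note: bacterial growth assessed after seven days of incubation; strong numbers were not always called active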
# inhibitors of VEEV: inhibitors of VEEV TC-83 cytopathic effect, confirmation, Vero cells (AID 588727) | Vero cells, VEEV TC-83 cytopathic effect inhibition; higher % means a stronger effect | inhibition, % at 20 µM; hits with a dose series show IC50 in µM | 350,000 compounds, 0.13% hits; in the data active = a potency from the dose series; inconclusive = inhibition mostly from about 14% at the one dose, without a potency; inactive = the rest, 99 in 100 with inhibition below about 12%; note: strong numbers were not always called active
# inhibitors of VEEV 10K pilot screen: further read-out of inhibitors of VEEV, marked with its call; inhibition, %; measured here: 10K pilot screen inhibition
# * hit, by the source's call; i = inactive; ? = inconclusive; . = no result given.
SMILES,Salmonella PhoP GFP,H1N1 NS1A inhibition,tuberculosis growth,M. tuberculosis HTS,inhibitors of VEEV,others
CCOC(=O)C1=C(C)NC2=C(C(=O)CCC2)C1c1cccs1 (stereo unspecified),-5%,7%,13%,-11%,4.3%,
Cc1ccc(NC(=O)c2cc(S(=O)(=O)NCCc3ccccc3)ccc2F)cc1Cl,-1%,-5%,-1%,-14%,2.4%,
Clc1cccc(OCCN2CCN(CCOc3cccc(Cl)c3)CC2)c1,-2%,5%,i,?,i,
CCNC(=O)CCSc1nc(C)cc(C)n1,-11%,0%,1%,1%,0.2%,
C/C(=N\NC(=O)C(=O)Nc1cccc(Cl)c1)c1ccncc1,-4%,-4%,-6%,53%,0.2%,
O=C(NC1CCCCC1)c1ccc(S(=O)(=O)N2CCOCC2)cc1,-1%,-1%,0%,1%,0.1%,
O=C(NCc1ccccn1)c1c(O)c2c([nH]c1=O)CCCC2,-8%,5%,39%,1%,0.4%,
Cc1cccc(NC(=O)c2ccc3ccccc3n2)c1C,-12%,4%,21%,62%,i,
CC(=O)C1=C(C)NC(SCc2cccc3ccccc23)=C(C#N)C1c1ccco1 (stereo unspecified),-4%,2%,-11%,4%,5.6%,
O=C(COc1cc(Cl)c(Cl)cc1Cl)NC(=O)NC1CCCC1,4%,4%,-8%,-4%,0.9%,
COC(=O)c1sc(S(=O)(=O)N2CC(C)OC(C)C2)c(C(=O)OC)c1C (stereo unspecified),.,-15%,-18%,-11%,0.4%,
COc1ccc(/C=N/N(C)c2cc(=O)n(C)c(=O)[nH]2)cc1OC,-2%,-2%,-2%,-2%,1.9%,
O=Nc1c(O)[nH]c2ccc(F)cc12,-8%,4%,-5%,-7%,1.2%,inhibitors of VEEV 10K pilot screen=0.7
CC(C)CNC(=O)COCc1cc(-c2ccc3c(c2)OCO3)on1,1%,6%,17%,-9%,0.1%,
Cc1ccc(C(C)C)c(Oc2nnnn2-c2ccccc2)c1,0%,2%,-1%,3%,0.0%,
COc1ccc(C2Nc3ccccc3C(=O)N2O)cc1CN1CCOCC1 (stereo unspecified),10%,0%,-16%,4%,2.2%,
COc1ccc(-c2csc3nc(C)nc(N4CCN(C(C)=O)CC4)c23)cc1OC,4%,-16%,-9%,3%,1.0%,
O=C(COC(=O)Cc1cccs1)Nc1cccc(S(=O)(=O)N2CCOCC2)c1,5%,-4%,0%,-4%,i,
CCOP(=S)(OCC)C(O)CCCCCn1c(=O)c(F)cn(C2CCCO2)c1=O (stereo unspecified),-2%,-2%,20%,9%,i,
Cc1cc(C)c(C)c(S(=O)(=O)Nc2cccnc2)c1C,9%,1%,-2%,-1%,1.2%,
CC(=O)N1CCN(C2=Nc3cccc4cccc2c34)CC1,-14%,-6%,4%,0%,0.7%,
N#CC1=C(N)OC2=C(C(=O)CCC2)C12CCN(C(=O)OCc1ccccc1)CC2,-17%,-1%,20%,7%,3.6%,
C=CCN1CCN(C(=O)c2ccc(-c3ccccc3)cc2)CC1,5%,19%,1%,-4%,0.8%,
CS(=O)(=O)c1ccc(Cl)c(NC(=O)c2ccc3ccccc3c2)c1,-2%,-4%,-10%,.,1.1%,
CCCc1cc(C(N)=O)c(NC(=O)C2CCCO2)s1 (stereo unspecified),-1%,-1%,26%,1%,i,

# Entries from the list above containing a Cl atom, in the order listed:
SMILES,Salmonella PhoP GFP,H1N1 NS1A inhibition,tuberculosis growth,M. tuberculosis HTS,inhibitors of VEEV,others
Cc1ccc(NC(=O)c2cc(S(=O)(=O)NCCc3ccccc3)ccc2F)cc1Cl,-1%,-5%,-1%,-14%,2.4%,
Clc1cccc(OCCN2CCN(CCOc3cccc(Cl)c3)CC2)c1,-2%,5%,i,?,i,
C/C(=N\NC(=O)C(=O)Nc1cccc(Cl)c1)c1ccncc1,-4%,-4%,-6%,53%,0.2%,
O=C(COc1cc(Cl)c(Cl)cc1Cl)NC(=O)NC1CCCC1,4%,4%,-8%,-4%,0.9%,
CS(=O)(=O)c1ccc(Cl)c(NC(=O)c2ccc3ccccc3c2)c1,-2%,-4%,-10%,.,1.1%,

# The main list resumes with the four entries that preceded the break.
SMILES,Salmonella PhoP GFP,H1N1 NS1A inhibition,tuberculosis growth,M. tuberculosis HTS,inhibitors of VEEV,others
N#CC1=C(N)OC2=C(C(=O)CCC2)C12CCN(C(=O)OCc1ccccc1)CC2,-17%,-1%,20%,7%,3.6%,
C=CCN1CCN(C(=O)c2ccc(-c3ccccc3)cc2)CC1,5%,19%,1%,-4%,0.8%,
CS(=O)(=O)c1ccc(Cl)c(NC(=O)c2ccc3ccccc3c2)c1,-2%,-4%,-10%,.,1.1%,
CCCc1cc(C(N)=O)c(NC(=O)C2CCCO2)s1 (stereo unspecified),-1%,-1%,26%,1%,i,
CCC1CN(C(=O)N2CCC(C(=O)NCc3ccco3)CC2)c2ccccc2O1 (stereo unspecified),3%,-1%,-1%,-2%,1.7%,
NS(=O)(=O)c1cnccc1Nc1cccc(F)c1,-5%,9%,-4%,-3%,0.1%,
CS(=O)(=O)N(CC(=O)N1CCOCC1)c1cccc([N+](=O)[O-])c1,5%,-14%,-3%,-2%,0.8%,
COc1cc(C(=O)NCCSc2ccccc2)cc(OC)c1OC,2%,0%,33%,4%,1.2%,
O=C(CSc1ncc(-c2ccc(F)cc2)n1Cc1ccco1)Nc1ccc2c(c1)OCO2,-4%,8%,23%,-6%,4.2%,inhibitors of VEEV 10K pilot screen=1.3
CCc1ccc(-c2cc(C(=O)N/N=C/c3ccccn3)[nH]n2)cc1,-2%,-1%,?,58%,6.1%,
CC(C)CO/C(=N/S(=O)(=O)c1ccccc1)c1ccccc1,-5%,-3%,-11%,-7%,0.9%,
CN(CC1CCCN(CCc2ccc(Cl)cc2)C1)C(=O)CC(F)(F)F (stereo unspecified),-5%,-8%,5%,-8%,0.3%,
Cc1cccc(C)c1NC(=O)CNC(=O)C(C)N(C)CC(=O)Nc1ccc(F)cc1 (stereo unspecified),.,-1%,.,.,1.2%,
CCOc1ccc2nc(N3CCCC(C(=O)NCCCN4C(C)CCCC4C)C3)sc2c1 (stereo unspecified),-3%,4%,26%,7%,1.6%,
Cc1ccc(NC(=O)c2ccc(Cl)nc2)cc1,7%,-4%,57%,1%,0.2%,
O=C(O)c1ccccc1NC(c1ccccc1)c1ccc(Cl)cc1 (stereo unspecified),-4%,-14%,45%,-7%,0.2%,
Cc1occc1C(=O)N/N=C/C=C/c1ccccc1,27%,-7%,?,16%,0.7%,
COc1ccc(NC(=O)CSCC(=O)NCc2cccc(C(F)(F)F)c2)cc1,.,-8%,70%,39%,2.8%,
CCOc1cccc(CN2CCCC(C(=O)c3cccc(C(F)(F)F)c3)C2)c1O (stereo unspecified),-2%,2%,44%,29%,1.6%,
Cc1ccc(CSc2nc3c(c(N(C)C)n2)CCCC3)cc1,-5%,-23%,60%,?,1.9%,
CCn1c(SCC(=O)Nc2ccccc2C(=O)OC)nnc1-c1ccc(N)cc1,2%,3%,6%,-3%,2.6%,
CN1C(=O)C2(OCC(CO)([N+](=O)[O-])CO2)c2ccccc21 (stereo unspecified),-6%,-1%,9%,-2%,i,
Cc1cc(C(=O)Nc2ccccc2C(=O)O)ccc1NC(=O)COc1cccc(C)c1C,-1%,3%,12%,1%,5.8%,
Cc1cccc(CCNC(=O)C2CCN(S(=O)(=O)N3CCOCC3)CC2)c1,-5%,-2%,-1%,-4%,3.8%,
Nc1cc(S(=O)(=O)N2CCCCC2)ccc1Oc1ccc(Cl)cc1,2%,12%,52%,4%,i,
CC[C@]12c3[nH]c4cc(CCC(=O)N(C)C)ccc4c3CCN1C(=O)[C@@H](CC(=O)NCCc1ccccn1)C[C@@H]2C(=O)N1CCN(C(=O)c2ccco2)CC1,.,-17%,.,.,0.4%,
Cc1nc2c(Cl)cccc2[nH]1,-9%,1%,2%,-5%,2.1%,
O=C(Cn1cnc2c(cnn2-c2ccccc2)c1=O)Nc1ccc(S(=O)(=O)N2CCOCC2)cc1,5%,4%,2%,-3%,4.8%,
CC(Sc1nnc(NC2CCCCC2)s1)C(=O)Nc1ccc2c(c1)C(=O)c1ccccc1C2=O (stereo unspecified),-6%,4%,80%,11µM*,12%,
SMILES,Salmonella PhoP GFP,H1N1 NS1A inhibition,tuberculosis growth,M. tuberculosis HTS,inhibitors of VEEV,others
COc1ccc(C(=O)N(C)Cc2ccc(OC)c(OC)c2OC)cc1S(=O)(=O)N1CCOCC1,.,1%,.,.,1.2%,
COc1ccc(C(=O)NC(=S)Nc2ccccc2N2CCCCC2)cc1[N+](=O)[O-],-5%,4%,32%,0%,5.4%,
O=C(NC(=S)Nc1ccc(Cl)cc1Cl)C1CC1,-5%,-11%,?,14%,2.1%,
Cn1nnnc1SCc1ccc(C(=O)Nc2ccc(Br)cc2)cc1,4%,13%,13%,-1%,1.1%,
O=[N+]([O-])c1cccc(S(=O)(=O)Nc2ccc(Cc3ccncc3)cc2)c1,8%,-2%,35%,1%,i,
CC1Cc2ccccc2N1C(=O)c1ccc2nccnc2c1 (stereo unspecified),-6%,-1%,8%,-3%,6.3%,
O=C(CSCc1ccccc1)N=Nc1c(O)[nH]c2ccccc12,-3%,0%,7%,-18%,6.6%,
O=C(NCc1ccccc1)c1ccc2c(=O)n(CC3CCCO3)c(=S)[nH]c2c1 (stereo unspecified),-4%,-9%,-4%,3%,4.3%,
CC(C)(C)C(=O)Nc1ccccc1C(=O)N1CCCC1,-1%,0%,2%,-3%,i,
COc1ccc(CCNC(=O)C(=O)NCCCN2CCOCC2)cc1,10%,0%,0%,-3%,0.8%,
Cc1cn[nH]c1,-14%,-3%,-15%,-2%,1.5%,
Nc1nc(SCC(=O)N2N=C(c3ccc(Cl)cc3)CC2c2ccco2)n[nH]1 (stereo unspecified),1%,-11%,13%,8%,0.1%,
C=CCc1c(C)c(C#N)c2nc3ccccc3n2c1NCCN(C)C,10%,1%,4%,-12%,1.0%,
Cc1ccc(C(=O)OCC(=O)c2ccc(Br)cc2)cc1S(=O)(=O)N1CCOCC1,.,-7%,.,.,2.8%,
CCOC(=O)C1CN(C(C)(C)C)C(=O)C1=O (stereo unspecified),1%,-10%,-2%,3%,1.9%,
CCCn1c(SCC(=O)NC2CCCCC2)nnc1-c1ccco1,5%,-9%,3%,2%,0.0%,
O=c1c2cc(N3CCOCC3)ccc2[nH]c(=S)n1CCCN1CCN(c2ccccc2F)CC1,5%,.,-6%,9%,.,
Nc1c(C(=O)NCc2ccccc2)nnn1Cc1ccccc1,11%,-10%,.,3%,i,
CNS(=O)(=O)c1ccc(NC(=O)c2ccccn2)cc1,-14%,-9%,-1%,-18%,3.6%,
Fc1ccc2c(c1)nnn2C1CCN(Cc2ccccc2)CC1,-1%,-1%,12%,4%,0.3%,
CC(=O)NC(NC(=S)Nc1ccc(N=Nc2ccccc2)cc1)C(Cl)(Cl)Cl (stereo unspecified),2%,7%,52%,4%,3.1%,
Cc1ccc(C(C(=O)NC(C)(C)C)N(CC2CCCO2)C(=O)Cn2nnc(-c3ccc(C)o3)n2)cc1 (stereo unspecified),-20%,10%,39%,4%,3.0%,
Cc1cc(Cl)c(S(=O)(=O)N2CCN(c3ccccn3)CC2)cc1OCC(N)=O,1%,3%,15%,1%,3.4%,
Cc1ccc(S(=O)(=O)NCCSCc2ccco2)cc1,1%,1%,18%,-3%,1.7%,
Cc1ccc(NC(=O)CCNC(=O)Cn2cnc3ccccc3c2=O)cc1F,-8%,-11%,-3%,-5%,2.1%,
SMILES,Salmonella PhoP GFP,H1N1 NS1A inhibition,tuberculosis growth,M. tuberculosis HTS,inhibitors of VEEV,others
COc1ccc(-n2cc3ccc([N+](=O)[O-])cc3n2)cc1,-10%,-2%,24%,-3%,2.3%,
COc1ccc(C(=O)Nn2c(C)nc3ccccc3c2=O)cc1,-2%,-22%,-10%,-12%,0.7%,
O=C(c1cccnc1)N1CCC(Oc2ccc(C(=O)N3CCCC(O)C3)cc2)CC1 (stereo unspecified),-3%,-3%,.,1%,0.6%,
Clc1cccc2sc(N3CCCCC3)nc12,4%,6%,35%,11%,2.7%,
O=C(CSc1nc2ccccc2c(=O)n1CC1CCCO1)NCC1CCCO1 (stereo unspecified),1%,-5%,-9%,-2%,i,
CCC(C)(C)NC(=O)CN(C(=O)CCC(=O)Nc1nccs1)c1ccc(C)cc1,-4%,1%,15%,-1%,2.9%,
N=C1C(c2ccccc2)=C(O)CN1Cc1ccco1,-4%,0%,-17%,-11%,i,
COc1ccc(CNC(=O)c2cc3cc(OC)ccc3oc2=O)cc1,-5%,0%,-2%,-2%,1.4%,
COc1ccc(S(=O)(=O)Nc2ccc(S(=O)(=O)N3CCCCC3)cc2)cc1C,1%,0%,18%,2%,0.6%,
